Source: PubChem (NCI)
NCI-60 one-dose screen, 48 h, at 10 µM unless noted. Numbers give growth in % (100 = growth as untreated, 0 = no growth, -100 = all killed).
NCI-H226 – NCI-H226 lung cancer. hit rate 3.5% among 79,000. AID 1794732
NCI-H522 – NCI-H522 lung cancer. hit rate 8% among 78,000. AID 1794739
HCT-15 – HCT-15 colon cancer; hit rate 5.2% among 82,000
NCI-H23 – NCI-H23 lung cancer; AID 1794731; hit rate 4% among 80,000
NCI-H322M – NCI-H322M lung cancer; hit rate 2.7% among 80,000; AID 1794733
NCI-H460 – NCI-H460 lung cancer. AID 1794736. hit rate 6.8% among 82,000
COLO 205 – COLO 205 colon cancer; hit rate 7.3% among 79,000; AID 1794742
HCT-116 – HCT-116 colon cancer; hit rate 7.3% among 82,000; AID 1794798
NCI/ADR-RES – NCI/ADR-RES ovarian cells; hit rate 4.4% among 81,000
The depositor's hits bear a star; . = no result given. Rule for the calls: active = growth percent below 10; inactive = the rest.

SMILES	NCI-H226	NCI-H522	HCT-15	NCI-H23	NCI-H322M	NCI-H460	COLO 205	HCT-116	NCI/ADR-RES
Cc1ccc(-c2nc3ccc(Cl)cn3c2NC(C)(C)CC(C)(C)C)o1	82.3	64.7	31.5	69.7	87.5	22.7	56.0	33.5	74.5
CC1(C)N=C(N)N=C(N)N1c1ccc(OCCOc2ccc(NC(=O)CBr)cc2)cc1	100.2	93.9	99.7	82.9	107.6	35.3	.	51.4	108.5
S=c1ssnc1-c1cc2ccccc2o1	92.9	79.2	71.1	84.3	91.8	70.0	83.6	59.5	78.0
CCCC(CCC)NCCOC(=O)c1ccc(N)cc1	108.5	.	94.5	111.9	110.7	108.8	117.9	102.9	107.6
CNC(=O)c1cc(Oc2ccc3c(c2)sc2nc(-c4ccc(N)cc4)cn23)ccn1	61.8	-22.6*	11.0	35.0	.	10.1	-11.1*	6.0*	11.2
NNC(=O)CCC(NC(=O)OCc1ccccc1)C(=O)NN (stereo unspecified)	105.1	78.3	88.4	102.9	108.2	102.8	103.7	95.4	106.6
N#Cc1c(N2CCNCC2)nc2sc3cccc(Cl)c3n2c1=N	83.1	91.4	96.3	93.3	98.9	103.9	95.0	98.7	100.0
NCCS	117.5	122.1	54.8	77.9	88.3	57.9	103.2	107.4	104.0

The final 5 compounds of the section above open the next one:
SMILES	NCI-H226	NCI-H522	HCT-15	NCI-H23	NCI-H322M	NCI-H460	COLO 205	HCT-116	NCI/ADR-RES
CCCC(CCC)NCCOC(=O)c1ccc(N)cc1	108.5	.	94.5	111.9	110.7	108.8	117.9	102.9	107.6
CNC(=O)c1cc(Oc2ccc3c(c2)sc2nc(-c4ccc(N)cc4)cn23)ccn1	61.8	-22.6*	11.0	35.0	.	10.1	-11.1*	6.0*	11.2
NNC(=O)CCC(NC(=O)OCc1ccccc1)C(=O)NN (stereo unspecified)	105.1	78.3	88.4	102.9	108.2	102.8	103.7	95.4	106.6
N#Cc1c(N2CCNCC2)nc2sc3cccc(Cl)c3n2c1=N	83.1	91.4	96.3	93.3	98.9	103.9	95.0	98.7	100.0
NCCS	117.5	122.1	54.8	77.9	88.3	57.9	103.2	107.4	104.0
COc1ccc2c(c1)C(Sc1ccc(SC)cc1)c1c(nc(N)c(C#N)c1N)O2 (stereo unspecified)	85.1	82.0	89.7	88.5	86.7	76.2	108.3	86.6	98.1
COc1ccc(/C=C/c2nc(Nc3ccc(Cl)cc3)c3ccccc3n2)cc1	71.1	69.3	34.8	73.1	44.3	18.2	63.1	36.1	65.7
O=C(NNC(=O)c1ccncc1)NC(=O)c1ccc(Br)cc1	99.7	94.7	93.8	97.9	96.5	102.7	118.7	102.8	96.8
CN(C)c1ccc(C(N)C(=O)O)cc1 (stereo unspecified)	104.2	86.7	93.5	96.2	95.8	102.2	97.9	100.8	108.3
CC(=O)c1cc(C(=O)c2ccccc2)n2cc(C)cc(C)c12	95.7	92.7	92.0	98.2	99.1	103.3	103.4	98.0	99.1
CC(=O)OC/C(C)=C\CC(C)COC(C)=O (stereo unspecified)	103.4	109.9	98.8	111.8	102.4	101.8	104.1	95.1	103.7
Nc1ccc(N2CCN(c3ccc4nc(-c5ccc6nc(-c7ccc(O)cc7)[nH]c6c5)[nH]c4c3)CC2)cc1	84.5	98.8	97.9	95.3	100.2	101.0	96.4	96.0	97.2
CC(C)(C)CC(C)(C)n1nnnc1C(Nc1ccccc1)c1cc2cccc3ccc4cccc1c4c32 (stereo unspecified)	84.0	72.0	78.5	82.3	91.5	81.7	96.4	45.1	81.7

In the list so far, these contain a cyano group:
SMILES	NCI-H226	NCI-H522	HCT-15	NCI-H23	NCI-H322M	NCI-H460	COLO 205	HCT-116	NCI/ADR-RES
N#Cc1c(N2CCNCC2)nc2sc3cccc(Cl)c3n2c1=N	83.1	91.4	96.3	93.3	98.9	103.9	95.0	98.7	100.0
COc1ccc2c(c1)C(Sc1ccc(SC)cc1)c1c(nc(N)c(C#N)c1N)O2 (stereo unspecified)	85.1	82.0	89.7	88.5	86.7	76.2	108.3	86.6	98.1

New compounds follow:
SMILES	NCI-H226	NCI-H522	HCT-15	NCI-H23	NCI-H322M	NCI-H460	COLO 205	HCT-116	NCI/ADR-RES
Cc1ccc(S(=O)(=O)N/N=C\c2cc(Cl)ccc2O)cc1	96.4	80.3	81.8	96.8	114.0	93.7	96.9	48.2	71.0
NC1=C(/C(N)=N/O)C(c2ccccc2Cl)c2ccc3ccccc3c2O1 (stereo unspecified)	81.0	45.8	98.1	87.8	88.5	94.9	93.5	96.4	78.3
O=C(Nc1ccc(Oc2ccc(Nc3nc4ccccc4s3)cc2)cc1)Nc1ccc(Cl)c(Cl)c1	46.5	7.8*	20.7	8.3*	56.6	15.8	31.1	16.8	25.3
CCC1S/C(=N\N=C(/C)c2ccc[nH]2)N(c2ccccc2)C1=O (stereo unspecified)	132.2	27.2	96.1	98.8	90.8	103.7	126.8	91.6	85.2
CCOC(=O)c1csc(NC(=O)COc2ccc(/C=C3\Oc4cc(OC)ccc4C3=O)cc2)n1	98.1	65.2	98.0	103.4	110.4	108.8	115.7	92.7	99.8
Nc1nc(Nc2ccccc2SSc2ccccc2Nc2nc(N)nc(-c3cccs3)n2)nc(-c2ccsc2)n1	85.2	85.3	56.7	59.5	90.6	55.9	97.8	84.9	4.4*
Cc1ccccc1NC(=O)c1ccccc1	99.2	79.0	109.0	107.4	103.2	105.2	108.8	103.4	119.3
O=C(O)c1ccc(-c2ccc(/C=N/NC(=O)c3[nH]c4ccc(Br)cc4c3-c3ccccc3)o2)cc1	44.3	-33.8*	7.2*	18.3	37.5	7.7*	29.3	9.6*	18.1

Compound profiles, as listed above.
Shown for O=C(Nc1ccc(Oc2ccc(Nc3nc4ccccc4s3)cc2)cc1)Nc1ccc(Cl)c(Cl)c1 → NCI-H226 = 46.5; NCI-H522 = 7.8*; HCT-15 = 20.7; NCI-H23 = 8.3*; NCI-H322M = 56.6; NCI-H460 = 15.8; COLO 205 = 31.1; HCT-116 = 16.8; NCI/ADR-RES = 25.3
Shown for NC1=C(/C(N)=N/O)C(c2ccccc2Cl)c2ccc3ccccc3c2O1 (stereo unspecified) → NCI-H226 = 81.0; NCI-H522 = 45.8; HCT-15 = 98.1; NCI-H23 = 87.8; NCI-H322M = 88.5; NCI-H460 = 94.9; COLO 205 = 93.5; HCT-116 = 96.4; NCI/ADR-RES = 78.3

(listing goes on)
SMILES	NCI-H226	NCI-H522	HCT-15	NCI-H23	NCI-H322M	NCI-H460	COLO 205	HCT-116	NCI/ADR-RES
O=C(Nc1ncc(Cc2ccc(Br)cc2)s1)C1=NCCCN1	99.5	92.0	95.0	100.5	93.5	104.1	104.8	95.2	107.8
CCOC(=O)/C(C#N)=C/c1ccccc1OC	96.0	101.8	100.4	107.4	98.4	102.8	114.8	100.5	109.6
CC(=O)OCCCCCC[n+]1ccc(SCC(=O)n2ccc3ccccc32)c2ccccc21	92.7	96.2	106.2	97.9	103.1	101.1	111.5	95.0	103.3
CCC1(C)CCC(C)c2cc(C(C)=O)c(C)cc21 (stereo unspecified)	103.3	90.1	104.9	90.7	98.9	109.8	108.7	103.4	101.2
Cc1cc(C)c2c(n1)sc1c2[nH]c(=O)c2nnn(-c3ccccc3)c21	94.5	95.5	104.4	97.3	100.1	109.7	105.5	96.0	105.5
O=C(/C=C/C=C/c1ccc2c(c1)OCO2)N/N=C\c1ccc(O)cc1O	37.6	21.1	17.0	30.0	17.8	14.0	14.0	8.7*	5.1*
CN1c2ccccc2Sc2cc(C3CCC(=O)N3c3cc(Cl)cc(Cl)c3)ccc21 (stereo unspecified)	79.2	86.5	100.5	88.1	89.9	96.5	100.9	81.7	86.6
O=C1C(=Nc2ccc(F)c(Cl)c2)c2cccc3cccc1c23	91.9	103.6	8.5*	90.9	85.2	78.0	94.0	19.0	84.1

(listing goes on)
SMILES	NCI-H226	NCI-H522	HCT-15	NCI-H23	NCI-H322M	NCI-H460	COLO 205	HCT-116	NCI/ADR-RES
O=C1CCC2CN3CCc4c([nH]c5ccccc45)C3CC2C1 (stereo unspecified)	100.0	79.3	102.0	97.4	131.7	117.1	105.7	106.9	107.3
O=C(NN1CCCCC1)NN1CCCCC1	105.0	.	104.0	97.3	95.8	110.7	103.9	96.4	102.5
NNC(=O)C[n+]1ccccc1	103.7	90.0	104.1	95.3	114.7	105.3	102.5	103.8	97.0
CC(C)=CCCc1cc(-c2cc(CCC=C(C)C)nc(N)n2)nc(N)n1	99.3	93.7	101.7	106.6	105.5	106.1	116.2	100.6	104.3
Cc1ccc(-c2csc(C3=C(O)CN(CCCO)C3=N)n2)cc1	90.2	88.2	100.3	90.3	96.3	101.8	98.6	126.5	98.4

Compounds as they come; about 12% have a hit in one of these screens.
